Assay outcomes (PubChem BioAssay)
DT40 TDP1 CPT: growth inhibition of DT40 Tdp1-/-;hTDP1 cells with camptothecin (screen for TDP1 inhibitors); chicken DT40 Tdp1-/-;hTDP1 cells + 20 nM CPT, ATP luminescence, 48 h; Potency, µM (highest dose often 46.2 µM), inactives show at the top dose activity change, negative = growth inhibition, hits mostly inhibitors; 420,000 tested, 12% active; AID 686979; further: nearly all actives have a fitted effect of over 55% in size
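Cell growth measured by CellTiter-Glo luminescence after a minimum 48 h, 37 C compound exposure with 20 nM CPT in Tdp1-knockout DT40 cells stably expressing hTDP1, seeded 400/well; qHTS titration format.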
TDP1 cell noCPT: qHTS for Inhibitors of human tyrosyl-DNA phosphodiesterase 1 (TDP1): qHTS in cells in absence of CPT; DT40 Tdp1-/- hTDP1 cells, no CPT, ATP luminescence, 48 h; Potency, µM (titrated, usually from 46.2 µM), for inactives: at the highest dose activity change, negative = growth inhibition, actives largely listed as inhibitors; 420,000 tested, 15% active; further: nearly all actives have a fitted effect of over 55% in size
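Camptothecin absent (DMSO only). Human TDP1-complemented DT40 knockout cells, 400 cells/well, 37 °C for minimum 48 hr; ATP measured via CellTiter-Glo, 30 min dark incubation, luminescence.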
TDP1 inh: TDP1 (human) enzyme inhibition; Q9NUW8; recombinant TDP1, AlphaScreen DNA substrate cleavage; Potency, µM (titrated, usually from 130 µM), for the others: top-dose activity change, negative = inhibition, actives largely listed as inhibitors; 350,000 tested, 0.28% active; further: nearly all actives have a fitted effect of over 40% in size
Target sequence (Q9NUW8 whole entry, looked up): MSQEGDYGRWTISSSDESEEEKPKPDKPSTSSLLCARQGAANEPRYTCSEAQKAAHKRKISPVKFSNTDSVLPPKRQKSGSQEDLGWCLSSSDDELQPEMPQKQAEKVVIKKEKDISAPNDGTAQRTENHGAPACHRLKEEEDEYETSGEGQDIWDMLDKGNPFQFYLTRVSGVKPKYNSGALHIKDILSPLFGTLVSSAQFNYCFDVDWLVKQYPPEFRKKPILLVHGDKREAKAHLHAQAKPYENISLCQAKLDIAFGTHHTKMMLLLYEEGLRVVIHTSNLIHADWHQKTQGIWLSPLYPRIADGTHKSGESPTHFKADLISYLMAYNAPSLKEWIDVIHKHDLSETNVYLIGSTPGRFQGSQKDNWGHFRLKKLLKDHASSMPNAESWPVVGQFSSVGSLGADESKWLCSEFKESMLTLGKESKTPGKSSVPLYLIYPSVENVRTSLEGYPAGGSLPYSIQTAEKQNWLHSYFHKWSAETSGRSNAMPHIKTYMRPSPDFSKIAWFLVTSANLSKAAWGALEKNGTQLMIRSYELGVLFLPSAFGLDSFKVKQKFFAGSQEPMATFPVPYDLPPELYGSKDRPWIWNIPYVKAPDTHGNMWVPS
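Recombinant human Tdp1 (E. coli-expressed, 1 nM final) preincubated with compounds 15 min at room temperature, then 5'-biotin/3'-phosphotyrosine-FITC DNA substrate (15 nM final) added for 5 min. AlphaScreen beads (10 ug/ml final) added 10 min; cleavage lowers signal.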
Numbers without * were called inactive; u = inconclusive; x = no result given; & = joins results of further samples; [ ] = another dose, or the depositor's remark. The call rests on the fitted dose curve; in most records, active means well fitted curve in the direction sought with a large enough effect; inconclusive means small, poorly fitted or top-dose-only effect, or another doubt; inactive means no such curve, though single readings can be large; an effect the other way counts as inactive or inconclusive. On the % scale 0 is the no-effect control and ±100 the full control effect; potency means the concentration at half of the fitted maximal effect.

SMILES | DT40 TDP1 CPT | TDP1 cell noCPT | TDP1 inh
CCCCC[C@@H](C)N1C[C@@H](COCc2ccccc2)Oc2cc(N3CC[C@H](N(C)C)C3)ccc2S1(=O)=O | u | 18µM* | x
Cc1ccc(OCc2n[nH]c(=S)n2-c2ccccc2)cc1C | u | u | 0%
CC(=O)C[C@@H](O)CC(=O)[C@@H]1OC(=O)CCCCCc2ccccc21 | 15% | -5% | 0%
Nc1nc(N)nc(COc2ccccc2)n1 | -21% | -9% | -1%
CCNC(=S)N1CCC(n2cnc3ccccc32)CC1 | 0% | 17% | -1%
Cc1cccc(C)c1NC(=O)CN(C)CC(=O)Nc1sc2c(c1C(N)=O)CCC2 | u | u | 5%
O=C(O)CCN1C(=O)C2C3CC(C2C1=O)C1C(c2ccccc2)c2sc(=O)n(-c4ccccc4)c2SC31 (stereo not given) | 11% | 0% | 2%
CN1C(=O)C(=O)N(c2cccc(C(F)(F)F)c2)C1=O | 18% | -9% | x
CN1CCN(c2cc(=O)n(C3CCCCC3)c(=O)[nH]2)CC1 | 4% | -4% | -4%
CC(C)CCNC(=O)CSc1c2c(nc3ccc(Cl)cc13)CCCC2 | u | u | 5%
CC(=O)c1cc(C#N)c(SCc2ccc([N+](=O)[O-])cc2)nc1C | -27% | 5% | -1%
O=S(=O)(c1cccc2ccccc12)n1nnc2ccccc21 | 15% | 6% | 1%
O=C(O)/C=C/C(O)c1ccc(Cl)cc1 (stereo not given) | -27%&-20% | 5%&-26% | 6%[56.1 µM]
O=C(NNC(=O)c1n[nH]c(=O)c2ccccc12)c1ccc(Br)cc1 | u | -17% | x
CCN(CC(=O)Nc1ccccc1Br)Cc1nc2ccccc2c(=O)[nH]1 | u | u | 6%
CCOc1nc(Nc2ccc(OC)c(Cl)c2)nc(OCC)n1 | 18µM* | u | -2%
CC(C)(C)c1ccc(N2C(=O)CSC2c2cccnc2)cc1 (stereo not given) | u | 8.2µM* | 3%
CC1CCCN(CCCOc2ccc([N+](=O)[O-])cc2)C1 (stereo not given) | -2% | -14% | -11%
Cc1ccsc1/C=N/NC(=O)Cn1nc(C)c([N+](=O)[O-])c1C | 5% | u | 0%
C/C(=N/NC(=O)c1cc2ccccc2cc1O)C1C(=O)c2ccccc2C1=O | -26% | -6% | -8%
Cc1ccc(/C=N/n2cc(-c3ccccc3)[nH]c2=S)s1 | 8.2µM* | 5.2µM* | 2%
CCCCNC(=O)c1onc(CSc2cc(C)ccc2C)c1C(=O)O | -7% | -6% | -1%
CCOCCCNCc1cc(Cl)cc(Cl)c1OCC | -24% | -29% | -5%
Cc1onc(-c2c(Cl)cccc2Cl)c1C(O)c1ccccc1 (stereo not given) | 3% | 2% | x
Cc1ccc(OC(=O)c2ccc3c(=O)n4c(nc3c2)CCC4)cc1 | -6% | -4% | -3%
Cc1cc2oc(C(=O)N(Cc3ccco3)C3CCS(=O)(=O)C3)cc(=O)c2cc1Cl (stereo not given) | -29% | -11% | 3%
CC(NC(=O)CN(C)S(=O)(=O)c1ccc2c(c1)c(=O)n(C)c(=O)n2C)c1ccccc1 (stereo not given) | u | u | 1%&1%
Cc1cc(F)ccc1NC(=O)CS(=O)(=O)c1cccc2nsnc12 | 11% | -11% | 5%
O=C(Nc1cccc(C(=O)N2CCOCC2)c1)c1cccnc1 | 0% | -4% | 3%
Cc1cc2c(cc1C)NC(=O)CC(c1ccccc1)=N2 | u | u | x
CC1(NC(=S)Nc2ccccc2)CCS(=O)(=O)C1 (stereo not given) | -7% | -21% | -2%
O=C(COC(=O)c1c[nH]c2ccccc12)NCc1ccccc1 | 1% | 6% | x
CN(C)S(=O)(=O)c1c(Cl)cccc1Cl | -2% | -15% | 4%
CCOc1ccc(/C(O)=C2/C(=O)C(=O)N(c3ncccn3)C2c2ccc(Cl)cc2)cc1 (stereo not given) | 12% | -4% | -6%
COc1ccc(C2c3ccc4ccccc4c3Oc3ncn(CCCN(C)C)c(=N)c32)cc1 (stereo not given) | 12µM* | 4.6µM* | x
O=C(OCc1cc(=O)n2nc(-c3cccs3)sc2n1)c1ccc(Cl)cc1 | -13% | -16% | -3%

The final 5 records of the part before come first, to join the parts:
SMILES | DT40 TDP1 CPT | TDP1 cell noCPT | TDP1 inh
O=C(COC(=O)c1c[nH]c2ccccc12)NCc1ccccc1 | 1% | 6% | x
CN(C)S(=O)(=O)c1c(Cl)cccc1Cl | -2% | -15% | 4%
CCOc1ccc(/C(O)=C2/C(=O)C(=O)N(c3ncccn3)C2c2ccc(Cl)cc2)cc1 (stereo not given) | 12% | -4% | -6%
COc1ccc(C2c3ccc4ccccc4c3Oc3ncn(CCCN(C)C)c(=N)c32)cc1 (stereo not given) | 12µM* | 4.6µM* | x
O=C(OCc1cc(=O)n2nc(-c3cccs3)sc2n1)c1ccc(Cl)cc1 | -13% | -16% | -3%
Cn1c(=O)c2cc(C(=O)Nc3cccc(C#N)c3)sc2c2ccccc21 | u | 2% | 0%
COc1cc(C2=Nc3ccc(Br)cc3C(c3ccccc3)N2CC(=O)NN)cc(OC)c1OC (stereo not given) | -3% | -20% | 7%
Cc1cc(C)c2sc(N(CCN(C)C)C(=O)CCS(=O)(=O)c3ccccc3)nc2c1 | 23µM* | 18µM* | 7%
O=C1C2CCCN2C(c2ccc(F)c(F)c2)N1c1cccc(Cl)c1 (stereo not given) | -1% | 1% | 5%
O=C(Nc1ccc(F)cc1F)c1ccc2c(=O)n3c(nc2c1)CCC3 | -22% | 0% | 1%
Cc1ccc(S(=O)(=O)N2C[C@H]3[C@H]4C(=O)N(c5ccccc5)C(=O)[C@H]4C[C@H](OC(=O)NC4CCCC4)[C@@]3(O)C2)cc1 | 0% | -18% | x
Cc1c(C(N)=O)c(-c2ccccc2)nn1-c1ccccc1 | -26% | -17% | 0%
O=[N+]([O-])c1ccc(Cl)c(S(=O)(=O)Nc2ccc(-c3ccc(N4CCOCC4)nn3)cc2)c1 | -6% | -1% | 0%
COc1cc(C(=O)Nc2ccc3nc(SCc4ccccc4)sc3c2)cc(OC)c1OC | 13µM* | 15µM* | 4%
O=C(O)C1Nc2c(C(F)(F)F)ccc(Cl)c2C2C=CCC12 (stereo not given) | -30% | u | x
CCCC(C(=O)NCc1ccco1)N(C(=O)CNS(=O)(=O)c1ccccc1)c1ccccc1OC (stereo not given) | u | u | 5%
CCCCn1c(N)c(N(C)C(=O)c2cn(-c3ccccc3)nc2-c2ccccc2)c(=O)[nH]c1=O | -18% | -1% | 1%
CCCOc1ccc(/C=N/NC(=O)c2nnn(-c3nonc3N)c2-c2cccs2)cc1OC | u | -4% | 4%
COc1ccc(NC(=O)/C=C/C(=O)O)c(OC)c1 | 18% | -12% | x
COc1ccccc1NC(=S)N(Cc1ccccn1)Cc1ccccc1Cl | 8% | 2% | 2%
Cc1cccc(C)c1NC(=O)C1(C)CSCC(=O)N1Cc1cccc(F)c1 (stereo not given) | 13% | -14% | x
Cc1cc(C)nc(SCC(=O)NC(=O)c2ccccc2O)n1 | -1% | -11% | 1%
CC(C(=O)Nc1ccc(N2CCOCC2)cc1)N1C(=O)NC(C)(C)C1=O (stereo not given) | -2% | -1% | -1%
Clc1cccc(Cl)c1/C=N/Nc1c(Cl)cncc1Cl | 2.1µM* | 3.3µM* | -3%
CCC(C)Sc1nnc(CSc2nc(C)cc(C)n2)n1C (stereo not given) | 1% | u | 4%
O=C1c2ccccc2C(c2nc3ccccc3[nH]2)N1c1ccccn1 (stereo not given) | 7% | 11% | x
COC(=O)c1cc2n(n1)CCCNC2=O | 2% | 13% | 8%
Cc1ccc(N/N=C(\C#N)C(=O)c2ccsc2)cc1 | u | u | 9%
COc1ccc(CCNC(=O)c2ccc(CNS(=O)(=O)c3cccc(Cl)c3)cc2)cc1OC | u | 23µM* | 7%
CC1CCN(S(=O)(=O)c2cc(C(=O)Nc3ccc(Br)cc3F)n(C)c2)CC1 | u | u | 2%
Cc1cccc(N2C(=O)CS/C2=N\NC(=O)c2ccc(Br)cc2)c1C | -20% | 3% | 5%[56.1 µM]
CCOc1cc(CNC)ccc1OCC(=O)NC(C)(C)C | 12% | 5% | -2%
Cc1ccc2oc(-c3ccccc3)c(C(=O)O)c(=O)c2c1 | u | 23µM* | 9%
CN(C)c1ccc(/C=C/c2ccnc3ccccc23)cc1[N+](=O)[O-] | -2% | -11% | x
O=C(Nc1ccccc1)c1nccn1Cc1ccc(F)cc1 | -14% | -21% | -1%
Nc1cc(=O)[nH]c(SC/C=C/c2ccccc2)n1 | -27% | u | 6%
CC(=O)Nc1ccc(CN(C)c2c(C)nc3ccc(C(=O)N(C)Cc4ccccc4)cn23)cc1 | u | 16µM* | x
COC(=O)c1ccc(N2CCOCC2)c(F)c1 | 11% | 5% | 4%
O=C(CC(c1ccccc1)c1ccccc1)NCCOCc1ccccc1 | -29% | u | x
CSc1ccccc1C(=O)C1CCCN(C(=O)c2ccc(N3CCOCC3)cc2)C1 (stereo not given) | u | u | 0%
CC(C)Oc1ccccc1C1Nc2ccccc2C(=O)N1c1ccc2c(c1)OCCO2 (stereo not given) | u | u | 2%
COc1ccc(NC(=O)CSc2nc3c(oc4ccccc43)c(=O)n2-c2ccccc2)cc1OC | u | u | 0%
CC(C)(C)C1CCc2c(sc(NC(=O)c3ccc(Cl)cc3)c2C(=O)NCc2ccco2)C1 (stereo not given) | -5% | -16% | x
O=C(c1ccc(NS(=O)(=O)c2ccccc2)cc1)N1CCOCC1 | 6% | 10µM* | x
Cc1[nH][nH]c(=O)c1C(c1ccc(Cl)cc1)c1c(C)[nH][nH]c1=O | 20% | 4% | 1%
CC(=O)c1nn(-c2ccccc2)cc1C(=O)c1cccc(Br)c1 | -28% | -19% | 3%
CCOC(=O)c1cccc(NS(=O)(=O)c2c(C)nc3sc(C)cn3c2=O)c1 | 13µM* | 23µM* | 5%
O=C(OCc1cc([N+](=O)[O-])cc2c1OCOC2)c1cccnc1SC(F)F | 1% | -21% | 4%
CCOC(=O)C1(Cc2cccc(Cl)c2)CCCN(C(=O)C2CC2)C1 (stereo not given) | u | u | x
CC(C)(C)c1cc(C(=O)C[n+]2ccc(C(=O)NCCCO)cc2)cc(C(C)(C)C)c1O | 7% | 12% | -1%
CC1(C(=O)NCCOc2ccccc2Cl)CC1(Cl)Cl (stereo not given) | -20% | -6% | 0%
COc1ccc(CCC(=O)N/N=C(\C)c2ccc3c(c2)OCO3)cc1 | -13% | -29% | 1%
Cc1cc(C(=O)NCc2ccccc2F)cs1 | -30% | -3% | 3%

6 compounds drawn at random from those above:
SMILES | DT40 TDP1 CPT | TDP1 cell noCPT | TDP1 inh
CC(C)(C)C1CCc2c(sc(NC(=O)c3ccc(Cl)cc3)c2C(=O)NCc2ccco2)C1 (stereo not given) | -5% | -16% | x
Cc1[nH][nH]c(=O)c1C(c1ccc(Cl)cc1)c1c(C)[nH][nH]c1=O | 20% | 4% | 1%
CC1(C(=O)NCCOc2ccccc2Cl)CC1(Cl)Cl (stereo not given) | -20% | -6% | 0%
O=C(OCc1cc([N+](=O)[O-])cc2c1OCOC2)c1cccnc1SC(F)F | 1% | -21% | 4%
CCOC(=O)c1cccc(NS(=O)(=O)c2c(C)nc3sc(C)cn3c2=O)c1 | 13µM* | 23µM* | 5%
CC(=O)c1nn(-c2ccccc2)cc1C(=O)c1cccc(Br)c1 | -28% | -19% | 3%

Carrying on:
SMILES | DT40 TDP1 CPT | TDP1 cell noCPT | TDP1 inh
NC(=S)N/N=C/c1coc2ccc(Cl)cc2c1=O | 4% | -20% | 0%
CCC/C=C/c1ccc(CN2C(C)C(=O)N(Cc3cn(Cc4ccco4)nn3)CCS2(=O)=O)cc1 (stereo not given) | u | u | x
CCCNC(=O)C1(C)CCCN(Cc2csc(-c3ccccc3)n2)C1 (stereo not given) | u | 21µM* | x
CCC1COCCS(=O)(=O)N1Cc1ccccc1 (stereo not given) | -14%&-23% | u | x
Cc1c(Cl)cccc1NC(=S)NCC(O)c1ccccc1 (stereo not given) | 4% | -6% | x
CCN(CC(=O)Nc1cc(Cl)ccc1C)C(=O)C1CC(=O)N(Cc2ccccc2)C1 (stereo not given) | u | -10% | -6%
O=C(CN1CCCCCC1)Nc1ccccc1Cl | -7% | -16% | x
Cc1ccc(NC(=O)C2CCCN2S(=O)(=O)c2cccc3cccnc23)c(C)c1 (stereo not given) | 16µM* | 16µM* | 3%&-3%
CC(C)c1nc2sc3c(N4CCCCC4)ncnc3c2c2c1CCCC2 | 6% | -3% | 3%
COc1cccc(NC(=O)N2CCC(N3CCCCC3)CC2)c1 | -2% | 0% | 0%
